# BB579 growth dn – chemicals that inhibit yeast BB579 growth in restrictive medium (lifespan-shortening candidates); inhibition, % at 10 µM; S. cerevisiae BB579 growth, OD615, 48 h; AID 804; actives 0.51% (n = 140,000);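 active = inhibition above a set limit, 3 SD over the mean compound inhibition, cut at about 44% in these data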; also: inactives centre near -24
#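 Detection: OD615 turbidity measurement; Material: Saccharomyces cerevisiae DeaD strain BB579, replicative lifespan model yeast; Timing: 48 h exposure, 30 °C; Doses: single 10 µM dose; Medium: CSMM-D restrictive synthetic medium containing dextrose (glucose); Controls: amphotericin B at 10 µg/mL as positive control.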
# NPY Y2 blocker – antagonists of human neuropeptide Y receptor Y2 | P49146 | NPY-Y2 expressing cells, antagonist mode | inhibition, % at 2.7 µM | actives 0.99% (n = 140,000); in the data active = inhibition above about 17%;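 also: 0% = vehicle with agonist challenge and 100% = reference antagonist with challenge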
# Target sequence (P49146 whole entry, looked up): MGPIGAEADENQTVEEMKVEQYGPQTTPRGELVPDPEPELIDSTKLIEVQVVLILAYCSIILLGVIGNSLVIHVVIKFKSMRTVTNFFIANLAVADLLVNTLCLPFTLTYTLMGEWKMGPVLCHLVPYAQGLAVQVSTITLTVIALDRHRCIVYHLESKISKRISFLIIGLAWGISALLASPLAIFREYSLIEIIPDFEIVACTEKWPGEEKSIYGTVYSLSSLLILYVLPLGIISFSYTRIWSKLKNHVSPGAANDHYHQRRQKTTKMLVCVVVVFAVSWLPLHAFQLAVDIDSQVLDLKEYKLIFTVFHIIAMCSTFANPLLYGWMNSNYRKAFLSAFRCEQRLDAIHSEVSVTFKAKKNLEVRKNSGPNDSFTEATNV
# MRP-1 activ – activates MRP-1 | AID 799 | actives 0.61% (n = 140,000) | viability increase, % at 10 µM | H69AR cells + doxorubicin, viability rescue, CellTiter-Glo;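 active = viability gain under doxorubicin at or above a set limit, the compound median plus 3 SD, cut at about 4.7% in these data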;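 also: MRP-1 overexpressing cells given doxorubicin 25 µM after compound pretreatment; 18-22 h compound pretreatment then 72 h with doxorubicin before readout; 0% = doxorubicin-only wells and 100% = vehicle-treated cells without doxorubicin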
# Yeast life ext – yeast lifespan extension; inhibition of the nicotinamide effect, % at 10 µM; actives 0.68% (n = 130,000); S. cerevisiae growth with nicotinamide, OD615; deaD strain in restrictive glucose medium; AID 775;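 active = inhibition above a set limit, placed 3 SD over the median of all compounds, cut at about 26% in these data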;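 also: 0% = nicotinamide-treated wells and 100% = cells grown without nicotinamide; some compounds called inactive have numbers as strong as hits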
#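 Measured by: optical density (absorbance) at 615 nm; System: modified budding yeast, DeaD strain; Medium: restrictive CSMM-D dextrose medium; Timing: 4 h preincubation then 48 h treatment at 30 °C.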
# E-sel TNF inh – blocks E-selectin expression induced by TNF alpha; HUVEC TNFa-induced E-selectin immunofluorescence, high content; inhibition, % at 2 µM; actives 0.71% (n = 120,000); AID 1246;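 active = inhibition above the batch mean plus 3 SD, and confirmed as a hit on visual image review, cut at about 43% in these data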;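 also: 0% = TNF-stimulated DMSO wells and 100% = unstimulated control wells; not every result past the cut was called active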
# Phagocyt inh – blocks phagocytosis by macrophages; actives 0.07% (n = 110,000); J774A.1 macrophage IgG-bead phagocytosis, imaging; inhibition, % at 5 µM; AID 1029;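 active = inhibition above the mean of the plate negative controls plus 5 SD, cut at about 13% in these data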;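 also: phagocytic index as fraction of beads internalized from green versus red external bead signal; plate controls were DMSO negative control for no effect and cytochalasin-D positive control for full effect; some results beyond the cut were filed as inactive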
# bCat KO growth – beta-catenin-lacking colon tumor cell growth suppression. HCT116 beta-catenin knockout viability, CellTiter-Glo, 60 h; stronger effect = lower value. viability, % at 10 µM. actives 1.5% (n = 140,000);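 active = viability at or under a set limit, the compound median less 4 SD, cut at about 6% in these data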;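 also: 0% = Hyamine 1622 control at 20 µM and 100% = untreated cell control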
# GALR2 antag – antagonists of human galanin receptor 2 (GALR2). O43603. GALR2-expressing cells, antagonist mode. inhibition, % at 4 µM. actives 0.39% (n = 140,000). AID 828; in the data active = inhibition above about 27%;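 also: cells stimulated with galanin 1-16 at roughly its EC80; 0% = agonist challenge control and 100% = basal control without agonist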
# Target sequence (O43603 whole entry, looked up): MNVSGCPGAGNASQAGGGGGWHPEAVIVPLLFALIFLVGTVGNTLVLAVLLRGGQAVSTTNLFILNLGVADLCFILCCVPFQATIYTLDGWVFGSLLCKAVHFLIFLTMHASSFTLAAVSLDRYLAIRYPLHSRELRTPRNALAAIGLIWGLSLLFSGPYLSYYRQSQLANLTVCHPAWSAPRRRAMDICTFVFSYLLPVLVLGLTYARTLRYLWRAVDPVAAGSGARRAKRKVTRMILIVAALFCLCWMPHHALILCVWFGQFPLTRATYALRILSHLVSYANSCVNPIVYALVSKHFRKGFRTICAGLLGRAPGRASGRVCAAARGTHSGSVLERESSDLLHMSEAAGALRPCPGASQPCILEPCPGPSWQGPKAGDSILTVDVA
# Measles CPE – protection of cells from measles virus. Measles virus-infected cells, CPE protection, absorbance. protection (pct of control), % at 4 µM. actives 1.5% (n = 140,000). AID 841; in the data active = protection mostly above about 24%, no sharp cut-off; inactive = mostly below about 26%; also: some compounds called inactive have numbers as strong as hits
# PTEN del growth – PTEN-deleted cell growth suppression; HCT116 PTEN-null viability, CellTiter-Glo, 60 h; stronger effect = lower value; viability, % at 10 µM; actives 1.2% (n = 140,000); AID 827;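 active = viability at or below a set limit, 4 SD under the median of all tested compounds, cut at about 3.7% in these data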;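 also: PTEN knockout HCT116 line with beta catenin targeted HCT116 as companion control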
# * hit, by the source's call; x = not tested or not shown.
SMILES,BB579 growth dn,NPY Y2 blocker,MRP-1 activ,Yeast life ext,E-sel TNF inh,Phagocyt inh,bCat KO growth,GALR2 antag,Measles CPE,PTEN del growth
Cc1ccc(-n2[nH]c(=O)c3cccnc32)cc1,-15.7,2.9,-3.4,5.3,9.1,x,97.3,4.0,28.0,96.8
Cc1noc(C)c1COC(=O)CCOc1ccccc1,-28.9,0.4,-0.8,-10.5,-7.8,-0.6,103.2,8.5,14.9,111.2
Cc1nnc(SCC(=O)Nc2nc3c(s2)CC(C)CC3)s1 (configuration not stated),-70.7,3.1,0.1,-7.8,-2.8,3.6,74.3,1.1,16.4,81.0
COc1ccc(-n2c(SCC(=O)Nc3sc4c(c3C#N)CCCC4)nnc2-c2ccc(O)cc2)cc1,-24.7,3.4,-5.2,2.9,0.6,0.6,85.1,8.6,15.9,76.8
O=S(=O)(Nc1cc(Sc2cccc3cccnc23)c(O)c2ccccc12)c1ccccc1,-4.2,0.4,-5.1,10.0,x,-2.7,1.3*,31.2*,0.7,1.2*
CCOC(=O)C1=C(C)Nc2ccccc2N=C1NC(=O)CCCN1C(=O)c2ccccc2C1=O,-25.4,-2.1,-1.5,-6.4,-7.1,1.6,92.5,-3.3,17.9,95.0
O=C(CN(c1cccc(C(F)(F)F)c1)S(=O)(=O)c1ccc(Cl)c([N+](=O)[O-])c1)NCc1ccccc1Cl,-26.7,-0.2,-2.1,0.4,x,-1.2,10.2,-12.9,1.9,7.6
O=C(CCc1ccccc1)Nc1ccc(F)cc1F,-32.2,1.9,1.7,-9.1,15.0,x,106.4,0.1,11.7,96.0
Cn1nc(C(=O)Nc2nc3ccc(S(C)(=O)=O)cc3s2)ccc1=O,-22.3,1.7,1.1,-12.7,8.9,1.0,87.4,-10.7,10.8,91.2
CCOC(=O)C1=C(C)NC(C)=C(C(=O)OCC)C1C1=COCCO1,-40.0,-1.2,-2.9,-9.3,27.3,2.3,92.1,12.7,8.9,88.4
Cc1ccc(/C=N/NC(=O)CCSc2ccccc2)cc1,-17.6,11.5,-0.7,-6.0,-0.1,-9.0,96.9,-4.2,2.7,95.3
O=c1cc2n(c(=O)[nH]1)CCC1=C2CCCC1,-29.6,0.4,-0.8,-8.1,x,-0.5,102.2,-3.5,4.0,106.6
Cc1ccc(Cn2c(Sc3nnc(C)s3)nc3c2c(=O)[nH]c(=O)n3C)cc1,-47.7,-0.2,0.4,-5.3,x,1.1,91.4,6.1,4.8,86.3
Cc1ccc(S(=O)(=O)N(C)C)cc1-n1c(SCC(=O)Nc2ccc(F)cc2)nc2ccccc2c1=O,-22.5,3.9,-1.9,0.0,-4.1,-6.9,82.8,2.8,12.8,75.5
CCc1c(C(C)S(=O)(=O)c2ccc(C)cc2)[nH]c(=O)n1-c1ccc(OC(F)(F)F)cc1 (configuration not stated),-16.7,0.6,-3.5,-4.9,20.6,x,90.2,-17.7,9.2,79.5
CCOC(=O)C(C(C)=O)=C1SC2CS(=O)(=O)CC2S1 (configuration not stated),-21.7,0.5,-3.9,-16.8,x,-0.5,103.5,-9.2,11.3,102.2
N=C1c2ccccc2CN1NC(=O)c1cccc(S(=O)(=O)N2CCOCC2)c1,-19.8,3.7,0.0,5.8,-15.6,7.3,100.1,-5.1,4.9,94.0
CCCn1c(NC(=O)c2ccc(Cl)c(S(=O)(=O)N3CCCC3)c2)nc2ccccc21,-56.5,11.2,-6.2,-12.7,6.1,-0.7,7.6,-4.3,4.8,8.6
Cc1ccc(-c2nnc(SCC(=O)Nc3ccc(S(=O)(=O)N4CCCCCC4)cc3)o2)cc1,-43.5,-0.7,-1.6,-8.1,21.2,0.8,89.5,1.1,x,85.1
COc1ccc(OCCOc2ccccc2[N+](=O)[O-])cc1,-30.4,2.8,1.0,-6.5,x,-6.1,98.3,1.9,11.6,94.7
CC(=O)OC(C)C[N+](C)(C)C (configuration not stated),-16.4,0.4,-2.1,1.6,-20.6,x,102.4,8.1,4.8,98.9
Fc1cc(F)cc(-c2oncc2-c2nnnn2-c2ccccc2)c1,-24.4,-3.0,1.3,x,3.2,x,97.0,-0.8,6.6,106.1
Cc1cccc(-c2noc(CN(C(=O)C(c3ccccc3)c3ccccc3)C(C)C)n2)c1,-24.8,17.4*,-3.7,-5.9,x,0.4,51.4,0.7,6.1,59.7
CCOC(=O)Nc1cc2c(C)cc(=O)oc2cc1C,4.3,2.5,-1.2,-25.4,x,-0.6,109.5,9.2,10.2,107.6
CN(CCNC(=O)CN1CCN(Cc2ccccc2Cl)C1=O)Cc1ccccc1,-42.6,1.6,-0.7,-5.3,-1.5,0.2,86.5,-4.7,20.1,91.1
O=P(c1ccccc1)(c1ccccc1)C(c1ccco1)N1CCOCC1 (configuration not stated),-15.5,3.0,-2.0,-3.3,x,0.8,88.0,5.9,14.8,98.1
O=C(Cn1nnc(-c2ccc3c(c2)OCO3)n1)N1CCOCC1,-42.8,1.2,-0.9,-4.7,6.5,-0.9,95.2,-4.1,5.7,97.5
COc1ccccc1N1CCN(S(=O)(=O)c2ccccc2F)CC1,-4.7,1.0,0.8,-4.1,-18.7,-5.3,80.0,8.6,2.3,85.8
Cc1cc(C)c(S(=O)(=O)N(C)Cc2cnn(C)c2)c(C)c1,-24.1,2.8,-2.8,-5.3,19.6,-1.7,98.3,10.5,3.9,90.2
Cc1ccc(/C=N/Nc2nc3ccccc3s2)o1,-65.0,-1.5,-1.9,-6.8,6.8,-13.1,76.8,15.2,20.1,66.5
O=C(O)c1ccccc1C(=O)Nc1n[nH]c(=S)s1,-15.5,-1.5,0.1,-8.3,-11.6,2.3,91.8,3.2,10.2,100.6
O=C(NCc1cccnc1)c1c(F)c(F)c(F)c(F)c1F,-64.0,-1.1,-2.0,-19.5,17.5,-0.4,83.5,5.5,4.3,78.2
Clc1ccccc1-c1nnc2sc(-c3ccc4c(c3)OCO4)nn12,-39.1,4.9,-4.4,3.2,-24.5,-3.5,89.4,-1.6,7.1,65.4
Nc1nc(SCC(=O)Nc2ccc3c(c2)CCC3)n[nH]1,-39.5,-0.2,-0.9,2.9,9.3,-0.2,95.8,-0.2,3.2,100.2
C[C@H](N)c1nnc(SCc2ccc(Cl)cc2Cl)o1,-14.7,2.9,0.0,-8.5,17.2,3.6,95.7,-22.7,11.3,90.3
COc1ccc(C2=NOC(C(=O)NCc3ccc(F)cc3)C2)cc1OC (configuration not stated),-9.8,8.7,-3.0,2.4,4.2,-0.3,11.7,7.6,2.8,15.2
O=C(O)CCCCNCc1ccccc1,-36.4,3.0,-0.3,1.7,-0.5,1.4,103.0,-0.8,0.1,100.7
CC(C)C12CN3CC(C(C)C)(CN(C1)C31C(=O)Nc3ccccc31)C2=O (configuration not stated),-44.7,1.2,-0.9,-1.6,-16.5,1.0,100.8,-1.5,16.0,94.8
O=C(CSc1nnc(Cc2ccccc2)o1)Nc1ccc(Br)cn1,-33.6,-0.2,-1.3,1.7,-18.4,-2.2,90.4,-7.9,4.1,86.4
CCOC(=O)n1c(=O)n(Cc2ccc(Cl)c(Cl)c2)c2ccccc21,-62.5,4.1,-1.3,3.3,-15.4,0.0,75.7,-0.1,-0.2,77.1
Cc1ccccc1OCCCN1CCCC1,-2.8,-1.9,-0.9,4.6,21.1,x,89.2,-6.6,37.5,91.7
CCNC(=O)CSc1nc2ccccc2c(=O)n1OC,-53.8,0.8,-0.3,-12.5,-17.4,1.0,103.0,-7.8,6.3,100.9
CC(=O)NC1(C(F)(F)F)C(=O)Nc2c1c(=O)n(C)c(=O)n2C (configuration not stated),-23.7,5.2,-1.7,-0.6,x,0.4,93.7,2.4,23.2,103.6
CCC(=O)Nc1c2c(nn1-c1ccc(F)cc1)CS(=O)C2 (configuration not stated),-40.7,1.6,0.5,-5.7,20.0,-0.4,96.8,-3.5,3.0,97.4
Cc1cc(=O)[nH]c2c(C)c(N)ccc12,-20.3,2.5,-2.0,-9.8,8.3,-1.0,81.8,-4.8,2.0,87.7
CCOC(=O)N1CCN(C(=O)c2ccc3c(=O)n(Cc4ccccc4OC)c(=S)[nH]c3c2)CC1,-24.7,11.0,-5.0,-1.5,-9.7,2.6,92.7,-2.2,5.5,84.8
COc1ccc(-c2nc(-c3ccc(Br)o3)no2)cc1OC,-4.6,4.6,3.4,-9.0,x,-0.1,91.1,0.1,9.8,92.0
O=S(=O)(Nc1nc2ccccc2nc1Nc1ccc(N2CCOCC2)cc1)c1cc(Cl)ccc1Cl,-26.8,1.3,-5.3,3.3,x,-6.5,55.4,-10.9,15.5,44.9
O=C(COc1ccc(Cl)cc1)N1CCCC1,-18.9,2.9,1.1,x,1.6,x,93.0,13.5,15.3,94.9
O=C1CCCC(=O)N1c1ccc(Oc2ccc(Cl)cc2)cc1,-10.3,6.0,-0.4,1.4,22.6,-4.8,95.6,-4.2,18.5,98.9

# (more compounds)
SMILES,BB579 growth dn,NPY Y2 blocker,MRP-1 activ,Yeast life ext,E-sel TNF inh,Phagocyt inh,bCat KO growth,GALR2 antag,Measles CPE,PTEN del growth
CCOC(=O)C1CCN(C(=O)c2cc3c(-c4ccc(OC)c(OC)c4)nn(C)c3s2)CC1,-10.1,0.5,-0.7,-7.5,x,0.1,70.7,-5.9,31.1,80.4
CN(C)CCCN(C(=O)c1ccc2c(c1)CCCC2)c1nc2c(F)cccc2s1,0.7,16.9,-2.8,0.2,x,x,29.3,-5.3,x,15.8
Cc1[nH]n2c(=O)cc(C(C)C)nc2c1-c1ccccc1,-27.6,4.6,-0.8,8.7,x,-2.5,66.7,1.8,9.0,73.8
NC1=NC(=O)/C(=C/c2ccccc2OS(=O)(=O)c2ccc3ccccc3c2)S1,-4.5,-0.7,-0.6,9.5,22.4,-8.4,95.9,-6.8,2.4,102.2
N#Cc1c(-c2ccccc2)c(-c2ccccc2)nn(CC(=O)NNC(=O)Nc2ccccc2)c1=O,-10.1,0.0,-1.0,62.4*,-5.2,x,17.5,6.9,7.0,x
CC1CCCCC1NC(=O)c1nn(C)c(=O)c2ccccc12 (configuration not stated),-39.5,3.2,-3.1,-4.3,-29.2,x,85.1,1.7,13.8,91.5
COc1cccc(OCCNC(=O)CSc2ccc(C(F)(F)F)cc2[N+](=O)[O-])c1,-41.0,9.1,-0.6,4.7,x,-11.1,90.9,-12.5,19.2,91.6
COCCNC(=O)COc1ncnc2ccc(Br)cc12,-40.2,4.6,-1.0,-6.2,18.8,x,84.7,-21.8,2.2,91.3
CC1CCN(CC(=O)NC(=O)NCc2ccccc2)CC1,-20.6,1.6,-1.3,6.4,-14.9,1.1,96.9,-9.8,8.7,96.4
CC(C)(C)CNC(CO)C12CC3CC(CC(C3)C1)C2 (configuration not stated),-16.4,1.2,-1.7,-19.1,-0.9,-3.4,89.9,-6.1,6.9,84.0

# Screens: PubChem, several laboratories
